PV pol inh = poliovirus RNA polymerase inhibition; poliovirus polymerase elongation, fluorescence polarization; active compounds read low; % elongation, % (compound at 16.7 µg/mL); 150,000 tested, 0.66% active; in the data active = % elongation below about 90%; note: some results filed as inactive read as strong as hits
Target sequence (P03300 1749-2209 limits assumed): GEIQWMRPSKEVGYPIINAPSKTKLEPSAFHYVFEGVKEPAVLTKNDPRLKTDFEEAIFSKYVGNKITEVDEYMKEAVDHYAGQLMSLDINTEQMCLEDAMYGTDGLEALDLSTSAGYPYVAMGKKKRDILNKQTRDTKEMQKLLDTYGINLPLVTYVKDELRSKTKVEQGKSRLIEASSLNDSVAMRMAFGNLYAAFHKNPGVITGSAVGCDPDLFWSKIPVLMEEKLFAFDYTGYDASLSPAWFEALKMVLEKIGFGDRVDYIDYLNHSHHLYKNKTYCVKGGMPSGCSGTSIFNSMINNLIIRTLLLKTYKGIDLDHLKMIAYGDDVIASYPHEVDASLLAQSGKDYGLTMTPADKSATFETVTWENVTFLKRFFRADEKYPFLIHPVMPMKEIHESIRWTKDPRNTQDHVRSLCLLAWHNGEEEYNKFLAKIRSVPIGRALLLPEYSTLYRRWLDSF
PV pol inh FP z-score = recorded beside PV pol inh, whose call it bears; z-score; measured here: FP z-score; hits read low
Numbers without * were called inactive; & = joins results of further samples. The list is partial, so the mix of outcomes need not match the whole.

SMILES	PV pol inh	PV pol inh FP z-score
O=C(CCc1nc2ccccc2o1)Nc1cccc(-n2cnnn2)c1	106	0.7
COCc1cc(=O)[nH]c(-c2ccc(C(F)(F)F)cn2)n1	107	1.2
O=C(NCc1cccnc1)c1cc(Nc2cccc(C(F)(F)F)c2)nc2ccccc12	103	0.9
COc1ccc(-c2sc(C(=O)O)cc2C)cc1	102	0.1
Cc1ccc(Cl)cc1N1C(=O)N(Cc2ccc(C#N)cc2)c2ccccc2S1(=O)=O	110	0.7
CC1(C)CSC(=NCc2ccccc2)N1	102	0
C#CCNC(=O)Nc1ccccc1OC	107	0.8
CCOc1ccc(N2CC(c3nc4ccccc4n3CCOc3ccc(OC)cc3)CC2=O)cc1 (configuration not stated)	111	0.9
Cn1nnc2cc(NC(=O)NCc3ccco3)ccc21	99	-0.2
Nc1cccc[n+]1CC(=O)[O-]	102	0.2
O=C(Nc1ccccc1N1CCCC1)C1COc2ccccc2O1 (configuration not stated)	101	-0.3
CC(C)(C)n1nc2c(c1NC(=O)c1ccc(Cl)cc1)CSC2	104	0.4
CCOc1cccc(CC(=O)N2CCc3c([nH]c4ccc(OC)cc34)C2c2ccc(F)cc2)c1OCC (configuration not stated)	106	0.6
Cc1ccc(S(=O)(=O)N2Cc3ccccc3CC2C(=O)Nc2cccc3ccccc23)cc1 (configuration not stated)	101	0
CCC1=[N+]([O-])C(C)(/C(C)=N\O)N(O)C1(C)C (configuration not stated)	100	-0.1
CCc1ccccc1NNC(=O)c1cc(C)on1	101	-0.2
CC(C)S(=O)(=O)c1oc(-c2cccs2)nc1S(=O)(=O)c1ccc(F)cc1	107	-0.1
Cc1c(O)ccc(C(=O)CN2CCN(c3ccc(F)cc3)CC2)c1O	103	0.3
CC(/C=C/c1ccco1)=N/NC(=O)Cc1cccs1	104	0.7
COCP(=O)(c1ccccc1)c1ccccc1	105	0.7
CC1=C(C(=O)Nc2ccccc2C(=O)N2CCCCC2)SCCO1	99	-1.2
Cc1ccc(NC(=O)CSc2nncn2C)c(C)c1	107	0.5
COc1ccc(NC(=O)C(=O)NCCc2csc(-c3ccc(Cl)cc3)n2)cc1OC	106	-0.2
C=CCn1c(SCC(=O)c2ccccc2)nnc1-c1cc2ccccc2o1	102	0.7
CCOC(=O)C1CCCN(CCC(=O)Nc2cccc(C)c2)C1 (configuration not stated)	104	0
CC1CCN(C(=O)CNC(=O)c2cccs2)CC1	100	-1.2
COc1cc(NC(=O)CNC(=O)Cn2ccc3ccccc3c2=O)cc(OC)c1OC	103	-0.6
CC1=CC(C)C(C2OCC(C)(C)CO2)C(C)C1 (configuration not stated)	103	0.4
Cc1cc(C)cc(N(CC(=O)O)S(=O)(=O)c2c(C)[nH]c(=O)[nH]c2=O)c1	100	-0.1
C=CCSC1=N/C(=C\c2ccccc2)C(=O)N1c1ccc(OC)cc1	99	-0.8
CS(=O)(=O)N(CC(=O)N1CCCCC1)C1CCCCC1	101	-0.2
CC(=O)NC1(c2ccccc2)CCN(C(=O)c2cccs2)CC1	103	0.8
O=C(c1cccc(Cl)c1)N1CCC(c2nc3c(nnn3Cc3ccc(F)cc3F)c(=O)[nH]2)CC1	110	0.8
COC(=O)c1sccc1OCc1ccc(Cl)cc1	101	-0.3
Cc1cc(Sc2ccc(Cl)cc2)nc(-c2ccccn2)n1	103	-0.1
Nc1sc2c(c1C(=O)c1ccccc1)CCCC2	101	-0.3
CCOC(=O)CSc1nc(C)c2cc(C)c(C)cc2n1	101	0
CCOC(=O)c1ccc(N2C(=O)c3n[nH]c(-c4ccco4)c3C2c2cccc(O)c2)cc1 (configuration not stated)	111	1
CCN(C(=O)Cn1cc(S(=O)(=O)Cc2ccccc2Cl)c2ccccc21)c1ccccc1	110	0.9
Nc1n[nH]c(CCCc2nc(N)n[nH]2)n1	101	0.2

Structural class, the compounds so far containing an NH in an aromatic ring (6)
SMILES	PV pol inh	PV pol inh FP z-score
COCc1cc(=O)[nH]c(-c2ccc(C(F)(F)F)cn2)n1	107	1.2
CCOc1cccc(CC(=O)N2CCc3c([nH]c4ccc(OC)cc34)C2c2ccc(F)cc2)c1OCC (configuration not stated)	106	0.6
Cc1cc(C)cc(N(CC(=O)O)S(=O)(=O)c2c(C)[nH]c(=O)[nH]c2=O)c1	100	-0.1
O=C(c1cccc(Cl)c1)N1CCC(c2nc3c(nnn3Cc3ccc(F)cc3F)c(=O)[nH]2)CC1	110	0.8
CCOC(=O)c1ccc(N2C(=O)c3n[nH]c(-c4ccco4)c3C2c2cccc(O)c2)cc1 (configuration not stated)	111	1
Nc1n[nH]c(CCCc2nc(N)n[nH]2)n1	101	0.2

Next part
SMILES	PV pol inh	PV pol inh FP z-score
C/C(N)=C(/C#N)C(=O)CSc1nc(C)nc2ccccc12	112	1.5
CSc1nc(C)cc(Nc2cccc(C(=O)O)c2)n1	112	1.3
COc1ccc(-c2cc3nc(C)c(CCC(=O)N4CCN(c5cc(C)ccc5C)CC4)c(C)n3n2)c(OC)c1	109	0.4
NC(=O)C1CCN(C(=O)CSc2nc(O)cc(=O)[nH]2)CC1	104	0.9
Cc1cccc(C2CC(=O)Oc3c2c(=O)n(C)c2ccccc32)c1 (configuration not stated)	101	-0.7
COc1ccc(C(=O)Nc2nnc(S(=O)(=O)N(C)c3ccc(Cl)cc3)s2)cc1OC	107	0.1
O=C(O)c1cc(C23CC4CC(CC(C4)C2)C3)nc2ccc(Br)cc12	100	-0.2
O=C(Nc1nc2ccccc2[nH]1)C1CC1	100	-0.6
N/C(COc1ccc(-c2nnco2)cc1)=N\OC(=O)c1cccc(C(F)(F)F)c1	103	0.4
CNC(=S)Nc1ccc(C)c(NC(=S)NC)c1	111	0.9
COC(=O)CNc1c(-c2ccccc2)nc2ccccn12	105	1.1
CCOC(=O)c1c(O)c2cccc3c2n(c1=O)CCC3	98	-0.8
CCCCOc1ccc(C(=O)Nc2onc3c2CCCC3)cc1	111	0.7
COc1ccc(OC)c(NC(=O)c2cc3c(s2)-c2ccccc2SC3)c1	106	-0.3
COc1ccc(C)cc1Nc1nc2ccccc2c2nnc(C)n12	105	0.1
O=C(NCc1ccccc1Br)C1CCCN(C(=O)N2CCOc3ccccc32)C1 (configuration not stated)	103	-0.7
Cc1cc(-c2ccccc2)nc2oc3c(c12)NC(=O)CN(c1ccccc1)C3=O	100	-0.6
CS(=O)(=O)N1CCc2cc(C(=O)Nc3ccc(Cl)c(C(F)(F)F)c3)ccc21	104	-0.4
O=C(CNc1ccccc1)NN=C1CCCC1	104	0.1
O=C(OCC(=O)C12CC3CC(CC(C3)C1)C2)c1ccc(-n2cnnn2)cc1	101	-0.2
COC(=O)c1ccc(CN(Cc2ccc(OC)c(OC)c2)S(=O)(=O)c2cc(C(=O)Nc3cccc(C)c3)ccc2F)cc1	110	0.4
Cc1ccc(C(C)C)c(OCC(=O)/C=C2\Sc3ccccc3N2C)c1	99	-1.1
CCOC(=O)c1cnc(N2CCN(c3cccc(C)c3C)CC2)c2ccccc12	111	0.7
CN(C)C(=O)CNCC1CCCO1 (configuration not stated)	101	-0.3
c1csc(-c2nc3cnccn3c2NC2CCCCC2)c1	103	-0.3
CC(=O)Nc1c(C)nn(-c2ccccc2)c1N1CCC(C(=O)Nc2ccc(Cl)cc2C)CC1	103	-1.1
COc1ccc(-c2nn(-c3ccccc3)cc2C2NC(=O)NC(C)=C2C(=O)OC(C)C)cc1OC (configuration not stated)	108	0.7
C#CCN1C(=O)S/C(=C/c2cc(C)n(CC)c2C)C1=O	98	-1.3
CCc1ccc(/C=C2/C(=O)N(C)C(=S)N2C)cc1	102	0.6
CC1(C)CC(=O)C(c2c[nH]c3ccccc23)C(=O)C1	101	-0.1

Arranged by heavy-atom count (rising): part of the list above.
SMILES	PV pol inh	PV pol inh FP z-score
c1csc(-c2nc3cnccn3c2NC2CCCCC2)c1	103	-0.3
CCCCOc1ccc(C(=O)Nc2onc3c2CCCC3)cc1	111	0.7
O=C(CCc1nc2ccccc2o1)Nc1cccc(-n2cnnn2)c1	106	0.7

Next section.
SMILES	PV pol inh	PV pol inh FP z-score
NC(N)=NCCNS(=O)(=O)c1cccc2cnccc12	101&100	0.2&0.1
O=C(OCc1nnc(-c2ccccc2)o1)c1ccc2c(=O)n3c(nc2c1)CCCCC3	102	-0.1
CC1=C(C(=O)OCc2ccccc2)C(c2ccccc2)N(C)C(=O)N1C (configuration not stated)	100	-0.1
Cc1cc(C)cc(C(=O)N2CC(=O)Nc3ccc(Br)cc3C2c2ccccc2)c1 (configuration not stated)	103	-0.3
COc1ccccc1CNC(=O)c1cc2cc(S(=O)(=O)N3CCCCC3)ccc2n1C	115	1.6
Cn1cc(S(=O)(=O)N2CCCCCC2)cc1C(=O)N1CCN(c2ccc(Cl)cc2)CC1	105	-0.2
Cc1ccccc1N1CCNCC1	100	-0.8
O=C(c1ccco1)N1CCN(Cc2cccc(C(F)(F)F)c2)CC1	101	-0.5
NCCN1CCc2ccccc21	102	0
COc1ccc(CN2CC(C(=O)N3CCn4c(nc5ccccc54)C3)CC2=O)cc1 (configuration not stated)	101	-1.2

Compound profiles, from the list above. Values in the order: PV pol inh, PV pol inh FP z-score
NC(N)=NCCNS(=O)(=O)c1cccc2cnccc12 is listed with 101&100, 0.2&0.1
COc1ccc(CN2CC(C(=O)N3CCn4c(nc5ccccc54)C3)CC2=O)cc1 (configuration not stated) is listed with 101, -1.2
Cn1cc(S(=O)(=O)N2CCCCCC2)cc1C(=O)N1CCN(c2ccc(Cl)cc2)CC1 is listed with 105, -0.2
Cc1cc(C)cc(C(=O)N2CC(=O)Nc3ccc(Br)cc3C2c2ccccc2)c1 (configuration not stated) is listed with 103, -0.3
O=C(c1ccco1)N1CCN(Cc2cccc(C(F)(F)F)c2)CC1 is listed with 101, -0.5

New compounds follow.
SMILES	PV pol inh	PV pol inh FP z-score
CC(C)(C)C(=O)NCC(c1cccs1)N1CCOCC1 (configuration not stated)	102	-0.1
CC(C)CC(=O)Nc1nc2ccc(S(C)(=O)=O)cc2s1	102	0
CC1CC(C)CN(C(=O)COC(=O)c2cccnc2Nc2ccccc2F)C1 (configuration not stated)	105	0.2
CCSc1nc(SCC)c2c3c([nH]c2n1)CCCC3	103	0.3
CCN(C(=O)CCc1nc(-c2ccc(C)cc2)no1)c1cccc(Cl)c1	102	-0.9
NC(=O)C1CCN(C(=O)/C=C/c2cccc(Cl)c2)CC1	98	-0.3
O=C(CC(NCc1ccccc1)C(=O)O)NC1CCCCC1 (configuration not stated)	102	0
N#Cc1ccc(OCC(=O)N2CCCCC2)cc1	101	0.1
CCOC(=O)c1c(S(=O)(=O)N2CCCC(C(=O)Nc3ccc(C)cn3)C2)c(C)n(C)c1C (configuration not stated)	106	-0.1
CCN(CC)S(=O)(=O)c1cc(C(=O)NC2CC2)ccc1Cl	102	0
O=C(OCc1ccccc1)c1cnc(Sc2ccc(Cl)cc2)nc1C(F)(F)F	100	-0.5
O=C(Nc1nn[nH]n1)C1CCCCC1	96	-0.6
COc1ccc(-c2cc(C(F)(F)F)nc(SCC(N)=O)n2)cc1	101	0
CCOC(=O)N1CCc2c(sc(NCc3cccs3)c2C(=O)Nc2ccc(OC)cc2OC)C1	104	0
Cc1ccc2c(CNCCc3ccc(Cl)cc3)c(C(=O)O)n(Cc3ccc(F)cc3)c2c1	112	0.9
COc1ccc(C2C(C(=O)Nc3cnc4ccccc4c3)c3ccccc3C(=O)N2C)cc1 (configuration not stated)	102	-0.5
Cc1cc(C#N)c2c(c1)-c1ccccc1CC2	102	0.3
N#Cc1cn(CCCOc2ccccc2)c2ccccc12	101	-0.3
CC1CCC(N(C)Cc2nc3ccc(Cl)cc3n2CCO)CC1 (configuration not stated)	102	0
Cc1ccc2nc3c(c(C(=O)OC4CCOC4=O)c2c1)CCCC3 (configuration not stated)	108	0.7

Copied from the list.
Entry for O=C(OCc1ccccc1)c1cnc(Sc2ccc(Cl)cc2)nc1C(F)(F)F under PV pol inh: 100
Entry for COc1ccc(-c2cc(C(F)(F)F)nc(SCC(N)=O)n2)cc1 under PV pol inh FP z-score: 0
Entry for CCOC(=O)N1CCc2c(sc(NCc3cccs3)c2C(=O)Nc2ccc(OC)cc2OC)C1 under PV pol inh: 104
Entry for N#Cc1cn(CCCOc2ccccc2)c2ccccc12 under PV pol inh: 101

(more compounds)
SMILES	PV pol inh	PV pol inh FP z-score
CCN1CCN(C(=O)c2ccccc2F)CC1	102	-0.2
Cc1nc2cc(-c3ccccc3)nn2c(C)c1CCC(=O)N1CCN(c2ccccn2)CC1	101	0.2
CC(C)CC1CCCCC1OC(=O)C[N+]1(C)CCCCC1 (configuration not stated)	102	0.1
N#Cc1ccc(Oc2ccc(C#N)cc2)cc1	98	-0.3
Cc1ccc(C)c(N2CCN(c3cnn(-c4nc5ccccc5o4)c(=O)c3Cl)CC2)c1	100	-0.1
O=C1CC(c2ccccc2)CC(O)=C1C=NCC1CCCO1 (configuration not stated)	101	-0.1
Cc1oc(-c2cccc(Cl)c2)nc1CN1CCCC(C(=O)NC2CCCc3ccccc32)C1 (configuration not stated)	103	0.5
O=C(O)c1cccc(S(=O)(=O)NCC2CCCO2)c1 (configuration not stated)	100	-0.4
Cc1cc(N2CCCC(C(=O)O)C2)n2cnnc2n1 (configuration not stated)	102	-0.8
COc1ccc(N(C)C(=O)c2noc3c2COc2ccccc2-3)c(OC)c1	102	0.3
O=C(Nc1ccccc1)C1CC=CCC1C(=O)OCC1CCCO1 (configuration not stated)	111	0.9
O=c1ccc(-c2cccs2)nn1Cc1ccccc1	103	0.1
Cc1n[nH]c(C)c1CC(=O)O	100	-0.2
COCCn1c(C)cc(C=C2C(=O)NC(=O)NC2=O)c1C	101	-0.4
Cc1nc2cc(-c3ccccc3)nn2c(C)c1CC(=O)N1CCCC1	101	-0.1
CCOP(=O)(c1ccccc1)C(O)c1ccc(Br)cc1 (configuration not stated)	101	0.3
O=C(O)c1ccccc1NS(=O)(=O)c1ccccc1	102	-0.2
O=C(Cn1ccc2ccccc2c1=O)NCC(=O)N1CCC2(CC1)OCCO2	99	-0.3
O=C(NC(=O)c1cnccc1C(F)(F)F)Nc1ccc(Cl)cc1Cl	104	0
CC(C)Cn1c(CN2CCN(c3cccc(Cl)c3)CC2)nc2c1c(=O)[nH]c(=O)n2C	104	-0.1
COc1ccc(CNC2CCCCC2)cc1	103	0
CC1CCCCC1NC(=O)COC(=O)c1cc(-c2ccco2)nc2ccccc12 (configuration not stated)	99	-0.4

Assay outcomes deposited in PubChem BioAssay by ICCB-Longwood Screening Facility, Harvard Medical School.
